Bioassay records (PubChem BioAssay)
GalR3 antag = blocks the human galanin receptor 3 | O60755 | HEK293 GalR3-CNG cAMP membrane potential fluorescence; galR3 body fused to GalR1 C-terminus | inhibition, % at 3 µM | actives 0.44% (n = 360,000) | AID 651719;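 active = inhibition above the screen-wide average plus 3 SD, cut at about 13% in these data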;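 also: forskolin and galanin both at EC90 stimulate the cells; cAMP rise reported by CNG channel membrane potential dye signal; 0% = forskolin plus galanin with DMSO and 100% = forskolin alone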
Target sequence (O60755 1-299 limits assumed): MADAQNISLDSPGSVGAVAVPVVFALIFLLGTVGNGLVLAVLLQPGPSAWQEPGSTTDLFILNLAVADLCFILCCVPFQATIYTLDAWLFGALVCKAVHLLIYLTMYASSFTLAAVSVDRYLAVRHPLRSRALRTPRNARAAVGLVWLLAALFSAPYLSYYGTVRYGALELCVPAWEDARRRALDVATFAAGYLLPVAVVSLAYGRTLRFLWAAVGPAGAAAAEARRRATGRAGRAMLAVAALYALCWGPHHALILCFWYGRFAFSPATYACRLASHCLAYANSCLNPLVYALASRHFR
V1R ag counter = activates human V1a receptor in oxytocin agonist counter-screen | CHO-V1R cells, Fluo-8 calcium fluorescence, agonist mode; 0% DMSO, 100% 3 nM vasopressin | P37288 | actives 0.25% (n = 320,000) | activation, % at 3 µM;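 active = activation above the mean activation of all tested compounds plus 3 SD, per screening run, cut at about 20% in these data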;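 also: signal is peak over basal fluorescence ratio across a 100 second FLIPR read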
Target sequence (P37288 whole entry, looked up): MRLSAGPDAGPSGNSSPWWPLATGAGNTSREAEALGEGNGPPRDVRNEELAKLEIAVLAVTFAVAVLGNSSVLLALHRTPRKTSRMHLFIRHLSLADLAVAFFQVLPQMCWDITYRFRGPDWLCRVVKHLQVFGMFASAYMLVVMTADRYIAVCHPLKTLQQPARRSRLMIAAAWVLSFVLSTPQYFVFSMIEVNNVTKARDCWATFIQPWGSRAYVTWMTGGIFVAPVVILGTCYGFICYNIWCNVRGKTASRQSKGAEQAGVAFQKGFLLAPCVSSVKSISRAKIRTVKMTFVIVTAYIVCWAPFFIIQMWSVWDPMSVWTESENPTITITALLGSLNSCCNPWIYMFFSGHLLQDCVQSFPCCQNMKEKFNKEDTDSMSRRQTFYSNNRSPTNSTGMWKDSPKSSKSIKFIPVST
OXTR ag = activates the human oxytocin receptor; actives 0.32% (n = 320,000); P30559; activation, % at 3 µM; CHO-OTR cells, Fluo-8 calcium fluorescence; normalized: DMSO 0%, oxytocin 100%; AID 2435;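 active = activation above the mean of all tested compounds plus 3 SD, cutoff set per screening run, cut at about 20% in these data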;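 also: peak over basal fluorescence ratio from a 100 s FLIPR kinetic read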
Target sequence (P30559 whole entry, looked up): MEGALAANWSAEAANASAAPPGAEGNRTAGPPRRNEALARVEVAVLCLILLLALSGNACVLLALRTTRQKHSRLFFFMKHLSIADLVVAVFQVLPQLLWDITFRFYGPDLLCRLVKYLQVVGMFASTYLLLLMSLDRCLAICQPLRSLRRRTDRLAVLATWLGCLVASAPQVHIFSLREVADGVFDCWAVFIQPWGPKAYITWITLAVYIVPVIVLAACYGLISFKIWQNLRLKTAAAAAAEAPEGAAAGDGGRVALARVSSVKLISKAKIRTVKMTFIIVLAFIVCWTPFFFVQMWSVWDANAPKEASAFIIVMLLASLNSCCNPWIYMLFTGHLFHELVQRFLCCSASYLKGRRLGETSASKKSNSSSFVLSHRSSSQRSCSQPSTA
Active calls of the source: *.

SMILES	GalR3 antag	V1R ag counter	OXTR ag
O=C1C=C(/C=C/c2ccccc2)C[C@@H](c2ccc(F)cc2)C1	0	0.2	-1.4
Cc1cccc(NC(=O)CSc2cccc[n+]2[O-])c1C	-8	0.7	0.3
CC1CCCN(C(=O)COC(=O)COc2ccc(Cl)cc2)C1 (centres undefined)	-2	2.2	2.0
CN(C)S(=O)(=O)c1ccc(Cl)c(C(=O)OCC(=O)NNC(=O)c2cccs2)c1	-3	-0.2	0.3
CCOc1ccc(C(=O)COC(=O)CN2C(=O)NC3(CCCCC3C)C2=O)cc1 (centres undefined)	-3	6.1	5.1
O=C1[C@H]2CC3CCC2(O3)[C@@H]2OCCCN12 (some centres undefined)	-8	0.3	0.6
O=C(OCC(=O)N1CCCCCC1)c1ccc[nH]c1=O	-2	1.5	1.5
CCN(CC(=O)Nc1ccc(OC)cc1)CC(=O)N1CC(=O)Nc2ccccc21	-4	0.4	-0.1
CC(NC(=O)CN1c2cccc3cccc(c23)S1(=O)=O)c1ccc(S(N)(=O)=O)cc1 (centres undefined)	-4	-0.9	-1.0
COc1ccc(CCN2CC(C(=O)NCC(c3ccccc3)N(C)C)CC2=O)cc1OC (centres undefined)	-6	1.7	1.5
O=C1[C@H]2[C@@H](c3ccc(Cl)cc3)N3C(=O)N(c4cccc(Cl)c4)C(=O)[C@@]3(Cc3ccccc3)[C@H]2C(=O)N1C1CCCCC1	-6	2.3	2.6
COc1ccc(CNC(=O)COC(=O)c2cc3ccccc3cc2O)cc1OC	-9	7.4	10
CCN(CC)C(CNC(=O)CSc1nnnn1-c1ccc(C)c(C)c1)c1ccco1 (centres undefined)	-7	-0.1	-1.2
COc1ccc(-c2csc(NC(C)c3nc4cc(Cl)c(N5CCCCC5)cc4n3CCOCCO)n2)cc1 (centres undefined)	-3	-0.9	-1.1
CCOc1ccc(NS(=O)(=O)c2ccc(C(=O)NCC(c3ccccc3OC)N3CCCC3)cc2)cc1 (centres undefined)	-5	6.5	6.0
O=C(COC(=O)CNC(=O)c1ccc(Cl)cc1Cl)NC1CC1	-2	1.3	1.5
CCOc1ccc(OCCC(=O)N(CC)CC(=O)NCc2ccc(Cl)cc2)cc1	-1	-0.8	-2.0
N#CCC(=O)Nc1ccc(C(=O)OCC(=O)N2CCCC2=O)cc1	-3	0.6	0.8
COc1ccccc1CCC(=O)OCC(=O)Nc1cc(C)nn1-c1ccccc1	0	-0.7	-1.8
CN(Cc1ccccc1)C(=O)c1ccc(NC(=O)Cc2cccc(NC(=O)C3CCCN(C(=O)CCc4ccccc4)C3)c2)cc1 (centres undefined)	-5	0.9	0.4
COc1ccc(CCC(=O)OCC(=O)NCc2ccc(OC)c(OC)c2)cc1OC	-3	0.5	-0.4
N#Cc1ccccc1OCC(=O)OCC(=O)NC1CC1	-7	0.3	0.0
O=C(Nc1ccon1)c1nc[nH]c1C(=O)N1CCN(c2ccccc2)CC1	9	1.6	1.5
C[C@H](NC(=O)c1nc[nH]c1C(=O)NCCCCCN)C(=O)OC(C)(C)C	-8	0.6	1.0
NC(=O)c1cc([N+](=O)[O-])c(Cl)cc1NCc1ccncc1	3	1.7	3.1
CCN1CCN(S(=O)(=O)c2ccc(Cl)c(C(=O)N(C)Cc3ccc(F)cc3)c2)CC1	-3	-0.6	-1.9
CCCN(Cc1nnc(-c2ccccc2Cl)o1)C(=O)COc1ccc(Cl)cc1	-3	0.9	-1.9
Cc1ccccc1-c1nc(S(=O)(=O)c2ccccc2)c(N2CCCC2)o1	-4	-0.9	-1.2
CSCCC(NC(=O)COc1ccccc1)C(=O)NCCOc1ccccc1 (centres undefined)	-2	1.1	-0.2
CCOc1ccc(NC(=O)Cn2nc(C(N)=O)c3ccccc3c2=O)cc1S(=O)(=O)N1CCCC1	0	1.2	0.1
CN(c1ccccc1)S(=O)(=O)c1ccc(NC(=O)c2ccc(F)cc2)cc1	-1	2.4	4.1
CCSc1ccc2c(c1)N(CCCN1CCN(C)CC1)c1ccccc1S2	-6	2.6	8.9
CCOc1ccc(OCCC(=O)OCC(=O)Nc2ccc3c(c2)OCO3)cc1	-6	0.1	-0.8
CC(C)c1ccc(NC(=O)C(c2ccccc2)N(C)C(=O)CCc2c[nH]c3ccccc23)cc1 (centres undefined)	-3	0.9	-0.9
COc1cccc(CN(C)C(=O)c2cc(S(=O)(=O)NCc3ccccc3)ccc2C)c1OC	3	1.9	-0.3
O=C(CCc1nc2ccccc2c(=O)[nH]1)NNC(=O)COc1cccc(F)c1	-7	0.3	-0.1
CN(CCOc1ccccc1)C(=O)c1ccc(F)c(S(=O)(=O)N2CCOCC2)c1	4	1.0	-0.5
O=C(NCCO)/C(=C/c1ccco1)NC(=O)c1ccco1	1	1.2	0.9
NC(=O)C[C@H](N)c1cn([C@@H](CC(N)=O)C(=O)N2CCNCC2)nn1	0	0.6	0.2
O=C(CCNC(=O)c1ccccc1Cl)Nc1nc2ccc(F)cc2s1	-3	3.2	1.6
O=C(C[C@@H]1C/C=C/CC[C@H](Cc2ccc(F)cc2)C(=O)O[C@H](c2ccccc2)CNC1=O)NCCO	0	1.0	-0.2
O=C(CCc1ccc(S(=O)(=O)N2CCOCC2)cc1)Nc1ccccc1F	-7	0.9	1.2
Cc1nn(-c2ccc(F)cc2)c(Cl)c1C(=O)OC(C)C(=O)N(C)C1CCCCC1 (centres undefined)	-5	2.9	-0.9
Cc1cccc2c(N=NC(=O)c3ccc(NS(=O)(=O)c4cccs4)cc3)c(O)[nH]c12	5	-1.2	0.2
COc1cc(C=NNC(=O)c2ccccc2-n2cccc2)ccc1O	-6	2.1	1.9
CCCN(C1CCS(=O)(=O)C1)S(=O)(=O)c1ccc(F)cc1 (centres undefined)	-2	0.7	1.8
O=C(NCC(c1ccco1)N1CCc2ccccc21)c1ccccc1 (centres undefined)	-4	-1.8	-2.1
CCNC(=O)N(C)C[C@H]1N[C@@](C)(C(=O)OC)[C@H]2C(=O)N(C)C(=O)[C@@H]12	6	2.5	2.3
COc1ccc(NC(=O)CN2C(=O)NC3(CCCCCC3)C2=O)cc1Cl	-8	0.8	0.5
CCOC(=O)/C=C/[C@H]1CCc2cccc(C)c2O1	-5	-0.8	-1.8
C[C@H](CO)N1C[C@H](C)[C@@H](CN(C)C(=O)Nc2ccc3c(c2)OCO3)Oc2ccc(NS(=O)(=O)c3cn(C)cn3)cc2C1=O	-4	1.2	1.9
O=C(COC(=O)/C=C/c1ccc(Br)o1)NC1CCCCC1	-4	-0.5	-1.2
COc1ccccc1C(=O)NCC(=O)NCC1(N2CCCCC2)CCCCC1	-2	-0.4	-0.6
O=C(COC(=O)CSc1ccc(Br)cc1)NCc1ccco1	3	-1.8	-2.4
COc1cccc(NC(=O)c2ccccc2)c1	-7	-0.5	-1.2
O=C(C1=CC=CN2CCS(=O)(=O)N=C12)N1CCN(c2cccc(Cl)c2)CC1	-2	0.2	0.6
Cc1ccc(C)c(S(=O)(=O)N2CCN(C(=O)CCNS(=O)(=O)c3ccc(C)c(C)c3)CC2)c1	-6	4.2	-0.3
CCCCn1c(N)c(N(CC(C)C)C(=O)C2CCCN(C(=O)c3ccc(Cl)cc3)C2)c(=O)[nH]c1=O (centres undefined)	-8	-0.2	0.4
O=C(COC(=O)c1cccc(S(=O)(=O)NCc2ccccc2)c1)NC1CC1	-1	1.2	1.6
COc1ccc(S(=O)(=O)N2CCCC(C(=O)NC3CC3)C2)cc1OC (centres undefined)	-1	-0.5	-0.9

Structures listed so far containing fluorine:
SMILES	GalR3 antag	V1R ag counter	OXTR ag
O=C1C=C(/C=C/c2ccccc2)C[C@@H](c2ccc(F)cc2)C1	0	0.2	-1.4
CCN1CCN(S(=O)(=O)c2ccc(Cl)c(C(=O)N(C)Cc3ccc(F)cc3)c2)CC1	-3	-0.6	-1.9
CN(c1ccccc1)S(=O)(=O)c1ccc(NC(=O)c2ccc(F)cc2)cc1	-1	2.4	4.1
O=C(CCc1nc2ccccc2c(=O)[nH]1)NNC(=O)COc1cccc(F)c1	-7	0.3	-0.1
CN(CCOc1ccccc1)C(=O)c1ccc(F)c(S(=O)(=O)N2CCOCC2)c1	4	1.0	-0.5
O=C(CCNC(=O)c1ccccc1Cl)Nc1nc2ccc(F)cc2s1	-3	3.2	1.6
O=C(C[C@@H]1C/C=C/CC[C@H](Cc2ccc(F)cc2)C(=O)O[C@H](c2ccccc2)CNC1=O)NCCO	0	1.0	-0.2
O=C(CCc1ccc(S(=O)(=O)N2CCOCC2)cc1)Nc1ccccc1F	-7	0.9	1.2
Cc1nn(-c2ccc(F)cc2)c(Cl)c1C(=O)OC(C)C(=O)N(C)C1CCCCC1 (centres undefined)	-5	2.9	-0.9
CCCN(C1CCS(=O)(=O)C1)S(=O)(=O)c1ccc(F)cc1 (centres undefined)	-2	0.7	1.8

The list continues:
SMILES	GalR3 antag	V1R ag counter	OXTR ag
CCOc1ccccc1C(=O)NCC(=O)NNC(=O)CN(C)S(=O)(=O)c1ccc(Cl)cc1	-4	-1.3	-1.1
CC12CCC3c4ccc(O)cc4CCC3C1CC(O)C2O (centres undefined)	-3	4.6	5.5
COc1ccc(C(=O)NCCc2c[nH]c3ccccc23)cc1S(=O)(=O)N1CCCCC1C (centres undefined)	-3	5.3	1.1
CC(=O)c1ccc(S(=O)(=O)Nc2ccc3c(c2)OCO3)cc1	0	5.2	7.3
CC1(NC(=O)Cc2csc(-c3ccc(Cl)cc3)n2)CCS(=O)(=O)C1 (centres undefined)	-3	1.0	1.4
Cc1cccc(C(=O)OCC(=O)NN2C(=O)NC3(CCCCC3)C2=O)c1	-4	2.8	-0.9
O=C(NCC(c1ccco1)N1CCCCC1)c1cccs1 (centres undefined)	2	0.6	-0.3
CC(=O)Nc1ccc(NC(=O)CSc2ccc(-c3ccc(-n4ccnc4)cc3)nn2)cc1	-3	0.2	0.3
CC1CCC2(CC1)NC(=O)N(NC(=O)c1cc3ccccc3o1)C2=O (centres undefined)	-6	1.0	1.3
COc1cc(OC)c(OC)cc1CNC(=O)c1cc(S(=O)(=O)N2CCOCC2)ccc1F	-5	1.9	1.7
Cc1cc(C)c(NC(=O)CCCn2c(=O)oc3ccccc32)c(C)c1	-5	-0.5	-0.4
Cn1nc(C(=O)Nc2ccc(Cl)c(S(=O)(=O)N3CCOCC3)c2)c2ccccc2c1=O	7	4.7	1.6

Three entries drawn at random from the list so far:
SMILES	GalR3 antag	V1R ag counter	OXTR ag
CCOc1ccccc1C(=O)NCC(=O)NNC(=O)CN(C)S(=O)(=O)c1ccc(Cl)cc1	-4	-1.3	-1.1
CC12CCC3c4ccc(O)cc4CCC3C1CC(O)C2O (centres undefined)	-3	4.6	5.5
Cc1cc(C)c(NC(=O)CCCn2c(=O)oc3ccccc32)c(C)c1	-5	-0.5	-0.4

The listing continues.
SMILES	GalR3 antag	V1R ag counter	OXTR ag
O=C(COC(=O)c1cccc(-n2cnnn2)c1)c1ccc(Br)cc1	-2	7.0	2.7
CC(=O)c1ccc(O)c(CC=C(C)C)c1O	-3	0.2	-0.3
Cc1nn(-c2ccccc2)c(Cl)c1C(=O)NNC(=O)c1ccncc1	-5	0.2	0.6
O=C(CSc1nnc(Cc2ccccc2)c(=O)[nH]1)Nc1ccccc1	0	0.3	1.2
O=C1C=C(c2ccc(Oc3ccccc3)cc2)C[C@@H](c2ccc(Cl)cc2)C1	-5	2.1	1.5
COc1ccc(NC(=O)COC(=O)CC2CCCC2)cc1Cl	-1	-0.4	-1.2
Cc1cccc(NC(=O)CSc2nc3[nH]c(=O)cc(O)c3s2)c1	-2	0.3	-0.3
c1ccc2c(c1)ccc1nnnn12	0	0.3	0.4
COc1ccc(OCCOC(=O)CNS(=O)(=O)c2ccc(SC)c([N+](=O)[O-])c2)cc1	2	4.4	5.7
Cc1c(Cl)cnc(NC(=O)COC(=O)c2ccncc2)c1Cl	-7	1.0	1.0
CN(C(=O)CSc1ncnc2sccc12)C1CCS(=O)(=O)C1 (centres undefined)	-3	1.0	2.5
Cc1nc(-c2ccc(F)cc2)c(CC(=O)NCC(=O)Nc2ccc(F)c(F)c2)s1	-6	-0.1	-1.2
CCCNC(=O)N1CCN(S(=O)(=O)c2ccc3c(c2)OCCO3)CC1	-4	0.3	0.4
COc1ccc(S(=O)(=O)Nc2cccc(S(=O)(=O)N3CCCCC3)c2)cc1	-5	1.6	2.8
CC(C)CN(CC(C)C)C(=O)COn1nnc2ccc(S(=O)(=O)N3CCOCC3)cc21	-5	3.3	0.5
CC1CCC2(CC1)NC(=O)N(CC(=O)N1CCOCC1)C2=O (centres undefined)	-6	0.8	0.8
CC1CCc2c(sc(NC(=O)C3=COCCO3)c2C(N)=O)C1 (centres undefined)	-2	-0.4	-1.0
Cc1cccc(CC(=O)NC2CCS(=O)(=O)C2)c1 (centres undefined)	-1	0.2	1.0
O=C(COC(=O)c1ccccc1F)NC1CC1	-9	0.5	0.1
CCOc1ccc(S(=O)(=O)NCCC(=O)NCC2COc3ccccc3O2)cc1 (centres undefined)	-3	1.5	-1.3
CCCn1c(SCC(=O)NC2CCC(C)CC2)n[nH]c1=O (centres undefined)	-4	-0.1	0.5
O=C(CNS(=O)(=O)c1ccc(Cl)c(C(F)(F)F)c1)NC1CCCCC1	-5	2.0	1.1
COc1ccc(OC)c(S(=O)(=O)NCC(c2ccc3c(c2)OCO3)N2CCOCC2)c1 (centres undefined)	-2	0.2	0.8
Cc1ccc(OC(C)C(=O)Nc2ccc(Cl)cn2)c([N+](=O)[O-])n1 (centres undefined)	3	0.9	-0.2
CN(c1ccccc1)S(=O)(=O)c1ccc(Cl)c(C(=O)Nc2ccncc2)c1	-4	8.9	16
CCN(C(=O)CN1CCCCC1C)c1c(N)n(Cc2ccccc2)c(=O)[nH]c1=O (centres undefined)	9	0.8	0.6

This is a subset; count on the stated rates, not on these rows.
